Screens as filed in PubChem BioAssay.
LYPLA1 inh = LYPLA1 inhibitors, primary screen, counter-screen for PME1 inhibitor project, biochemical, fluorescence polarization, FP-Rh probe ABPP; recombinant LYPLA1; inhibition, % at 5.9 µM; 320,000 tested, 0.16% active; Acyl-protein thioesterase 1 (Homo sapiens), O75608;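 active = inhibition above the mean of all tested compounds plus 3 SD, set per campaign, cut at about 14% in these data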;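 note: inhibitors block serine hydrolase probe labeling of LYPLA1 so polarization falls; 0% = enzyme with DMSO and 100% = wells lacking LYPLA1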
Target sequence (O75608 whole entry, looked up): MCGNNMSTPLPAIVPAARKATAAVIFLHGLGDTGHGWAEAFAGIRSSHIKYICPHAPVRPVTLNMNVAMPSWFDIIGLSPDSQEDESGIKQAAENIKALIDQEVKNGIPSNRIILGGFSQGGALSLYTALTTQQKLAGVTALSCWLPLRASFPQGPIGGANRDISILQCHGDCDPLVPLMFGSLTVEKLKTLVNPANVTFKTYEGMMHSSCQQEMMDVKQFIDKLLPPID
LYPLA2 inh = LYPLA2 inhibitors, primary screen, counter-screen for PME1 inhibitor project, biochemical, fluorescence polarization, FP-Rh probe ABPP. Acyl-protein thioesterase 2 (Homo sapiens), O95372. recombinant LYPLA2. inhibition, % at 5.9 µM. 320,000 tested, 0.38% active;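 active = inhibition above the screen-wide mean plus 3 SD, limit set per campaign, cut at about 26% in these data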;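 note: 0% = LYPLA2 with DMSO and 100% = wells lacking LYPLA2 enzyme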
Target sequence (O95372 whole entry, looked up): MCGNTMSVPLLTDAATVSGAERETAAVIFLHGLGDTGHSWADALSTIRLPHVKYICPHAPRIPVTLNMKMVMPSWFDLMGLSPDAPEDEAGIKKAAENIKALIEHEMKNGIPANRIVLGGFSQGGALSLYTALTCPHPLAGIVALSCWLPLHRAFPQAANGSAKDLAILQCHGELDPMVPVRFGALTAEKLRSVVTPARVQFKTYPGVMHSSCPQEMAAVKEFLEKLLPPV
ZTA counter = counter-screen for EBNA-1 inhibitors: inhibitors of Epstein-Barr virus ZTA; P03206; ZTA-DNA binding, fluorescence polarization; inhibition, % at 11 µM; 320,000 tested, 0.15% active; in the data active = inhibition above about 33%
PAFAH1B3 inh = PAFAH1B3 enzyme inhibitors, primary screen, biochemical, fluorescence polarization, human; recombinant PAFAH1B3, FP-rhodamine probe; Platelet-activating factor acetylhydrolase IB subunit alpha1 (Homo sapiens), Q15102; 340,000 tested, 0.28% active; inhibition, % at 3.39 µM;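 active = inhibition above the screen-wide average of all tested compounds plus 3 SD, cut at about 25% in these data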;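 note: 0% = enzyme with DMSO only and 100% = wells lacking PAFAH1B3 protein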
Target sequence (Q15102 whole entry, looked up): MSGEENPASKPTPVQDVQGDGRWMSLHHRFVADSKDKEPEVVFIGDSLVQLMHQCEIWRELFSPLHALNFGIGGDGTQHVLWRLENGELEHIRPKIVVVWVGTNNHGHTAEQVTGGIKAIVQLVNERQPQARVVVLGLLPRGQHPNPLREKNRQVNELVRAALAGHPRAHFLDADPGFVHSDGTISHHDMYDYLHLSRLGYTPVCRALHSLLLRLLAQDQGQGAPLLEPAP
PAFAH2 FP inh = PAFAH2 enzyme inhibitors, primary screen, biochemical, fluorescence polarization, human; recombinant PAFAH2, FP-rhodamine activity probe; inhibition, % at 3.39 µM; 340,000 tested, 0.99% active; AID 492956, 2010;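 active = inhibition above the mean over all tested compounds plus 3 SD, cut at about 30% in these data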;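 note: inhibitors block probe labeling of enzyme so polarization drops; 0% = enzyme with DMSO and 100% = wells lacking PAFAH2 protein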
PAD4 FP inh = human PAD4 inhibitors, primary screen, biochemical, fluorescence polarization, 1536-well format. Protein-arginine deiminase type-4 (Homo sapiens), Q9UM07. recombinant PAD4, RCA probe fluorescence polarization. inhibition, % at 6.36 µM. 330,000 tested, 0.41% active;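 active = percent inhibition above a cutoff equal to the mean of all tested compounds plus 3 SD, cut at about 15% in these data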;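 note: 0% = PAD4 with RCA probe and DMSO and 100% = probe without PAD4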
PREPL inhibitor = PREPL enzyme inhibitors, primary screen, biochemical, fluorescence polarization. Prolyl endopeptidase-like (Homo sapiens), Q4J6C6. recombinant PREPL, fluorescence polarization activity-based probe. inhibition, % at 5.96 µM. 320,000 tested, 0.68% active; in the data active = inhibition above about 43%;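 note: 0% = enzyme with DMSO and 100% = wells lacking enzyme; many of its hits are not listed in these tables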
GSTO1 counter = inhibitors of recombinant GSTO1, primary screen, counter-screen for RBBP9 inhibitor project, biochemical, fluorescence polarization | 300,000 tested, 1.1% active | activity-based probe fluorescence polarization | inhibition, % at 5.96 µM | Glutathione S-transferase omega-1 (Homo sapiens), P78417;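 active = inhibition above the campaign mean inhibition plus 3 SD, cut at about 35% in these data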;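 note: 0% = GSTO1-1 with DMSO and 100% = wells lacking GSTO1-1 enzyme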
Target sequence (P78417 whole entry, looked up): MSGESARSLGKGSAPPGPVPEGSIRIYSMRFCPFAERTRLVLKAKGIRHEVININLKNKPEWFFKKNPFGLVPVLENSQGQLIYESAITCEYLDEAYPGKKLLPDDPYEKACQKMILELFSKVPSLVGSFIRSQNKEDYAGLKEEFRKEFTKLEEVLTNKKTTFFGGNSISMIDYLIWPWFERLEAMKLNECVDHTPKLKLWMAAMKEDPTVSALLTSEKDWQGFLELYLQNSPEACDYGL
EBNA-1 inhibitor = EBNA-1 DNA-binding inhibitors, primary screen, biochemical, fluorescence polarization; inhibition, % at 14.8 µM; 300,000 tested, 0.34% active; in the data active = inhibition above about 28%
Starred values were filed as active, the others as inactive; x = no result given. Not all compounds are listed, so the mix of outcomes need not match the whole.

structure,LYPLA2 inh,LYPLA1 inh,PAFAH2 FP inh,ZTA counter,PAD4 FP inh,EBNA-1 inhibitor,PREPL inhibitor,PAFAH1B3 inh,GSTO1 counter
CN(C)S(=O)(=O)c1ccc(C(=O)NCc2nnc(SCC(=O)N3CCCCCC3)o2)cc1,-3,-4,1,4,1,-8,-1,5,18
O=C(CSc1ncccc1C(=O)O)c1ccc2ccccc2c1,-7,0,0,13,-7,12,18,0,13
NC(=O)C1CCN(C(=O)CNC(=O)c2ccc(Br)o2)CC1,3,-1,-5,10,2,2,-5,10,-9
CC(=O)Nc1ccc2nc(N)sc2c1,3,-1,4,-13,2,2,4,5,-4
COc1cccc(CNC(=O)Cn2cc([N+](=O)[O-])cn2)c1,-5,-3,-3,-3,-6,9,-1,2,-1
O=C(Cn1c(=O)oc2cc(S(=O)(=O)N3CCc4ccccc43)ccc21)NC1CCCC1,6,2,-2,6,1,-3,-4,4,-4
COc1ccc2cc(C3=CCCCC3)ncc2c1,0,1,6,-18,-3,x,1,3,x
CCOC(=O)c1c(C)[nH]c(C(=O)CSc2nnc(-c3ccncc3)n2CC)c1C,6,1,0,-26,-7,1,16,-3,15
COCCn1ccc2c(OCC(=O)NCCc3ccc(OC)c(OC)c3)cccc2c1=O,4,0,-6,7,5,7,-4,-2,-4
CC(C)COc1ccc(-c2cc(C(=O)NN)[nH]n2)cc1,-5,-3,-3,-4,-6,-2,3,-8,-3
COc1cccc(C(=O)Nc2cccc(SC)c2)c1,1,-6,-4,9,0,3,-7,8,0
Cc1ccc2c(c1)N(CC(=O)N1CCCCC1c1cccnc1)C(=O)CO2 (configuration not stated),-1,1,-8,0,-7,5,14,0,6
O=C(NCC1CC1)c1cc(-c2ccccc2)nn1CC1CC(c2cccnc2)=NO1 (configuration not stated),3,-2,5,-12,-1,13,7,-4,5
Cn1c(=O)c2c(nc(NCC3CCCO3)n2Cc2ccccc2)n(C)c1=O (configuration not stated),7,1,-5,0,-1,10,3,-1,6
C[C@@H]1CC=C[C@H]2[C@H]1C(=O)N(Cc1ccccc1)[C@H]2c1ccc2ccccc2c1/C=C/c1ccccc1,-5,-4,0,-18,-2,-4,-6,4,1
CC(C)Cc1nnc(NC(=O)CCC(=O)N2CCC(C)CC2)s1,-3,0,3,1,-1,-10,4,13,0
O=C(O)/C=C\C(=O)NCc1cccnc1,-5,-3,-6,11,-3,1,-2,15,8
COc1cc(NC(=O)c2cccnc2)ccc1NC(=O)c1ccccc1Cl,-8,-4,1,4,6,4,4,2,2
COc1ccccc1C(=O)NNC(=O)c1cccc([N+](=O)[O-])c1,-3,5,-5,2,-1,-1,5,1,3
CC1(O)CC(=O)N(c2ccccc2)O1 (configuration not stated),11,1,17,0,4,-6,-4,1,8

Three structures from above, arranged by heavy-atom count, low to high.
structure,LYPLA2 inh,LYPLA1 inh,PAFAH2 FP inh,ZTA counter,PAD4 FP inh,EBNA-1 inhibitor,PREPL inhibitor,PAFAH1B3 inh,GSTO1 counter
O=C(O)/C=C\C(=O)NCc1cccnc1,-5,-3,-6,11,-3,1,-2,15,8
COc1ccc2cc(C3=CCCCC3)ncc2c1,0,1,6,-18,-3,x,1,3,x
COCCn1ccc2c(OCC(=O)NCCc3ccc(OC)c(OC)c3)cccc2c1=O,4,0,-6,7,5,7,-4,-2,-4

Later entries:
structure,LYPLA2 inh,LYPLA1 inh,PAFAH2 FP inh,ZTA counter,PAD4 FP inh,EBNA-1 inhibitor,PREPL inhibitor,PAFAH1B3 inh,GSTO1 counter
CCOC(=O)c1c(NC(=S)Nc2cccnc2)sc(C)c1C,9,6,-6,-1,1,3,12,12,3
COc1cc(C)nc(N(C)S(=O)(=O)c2ccccc2Cl)n1,3,0,9,7,1,5,-3,7,-4
Cc1cccc(NC(=O)/C(=C\c2ccco2)NC(=O)c2ccccc2)c1,11,2,6,-2,-3,-6,9,1,5
Cc1ccccc1N(CC(=O)N/N=C/c1ccc(Cl)cc1)C(=O)c1ccccc1,-3,-7,-5,-15,-4,3,0,-6,0
Cc1ccc(CCNC(=O)CN2C(=O)COc3ccccc32)cc1,4,3,-4,1,0,-1,0,4,-1
CC1CCN(S(=O)(=O)c2ccc(C(=O)N(C)C3CCS(=O)(=O)C3)cc2)CC1 (configuration not stated),9,2,-2,-3,-4,12,9,7,-8
O=C(c1ccccc1)c1ccc(OCC(O)CN2CCOCC2)cc1 (configuration not stated),-10,2,7,5,1,-3,7,5,-2
O=C(N/N=C/c1ccco1)C12CC3CC(CC(C3)C1)C2,-6,0,12,2,1,-5,-5,3,2
CCN(CC)S(=O)(=O)c1ccc2oc(C(=O)Nc3ccc(OC)cc3OC)c(C)c2c1,5,-1,6,-7,4,-8,4,8,-6
Cc1ccc(NC2=C(Cl)C(=O)OC2OC(=O)c2ccccc2)c(C)c1 (configuration not stated),8,-4,4,-12,1,3,-7,2,-4
Cc1ccc(C(=O)O)cc1NC(=S)NC(=O)c1ccc(-c2ccccc2)cc1,15,1,-4,-22,-3,1,3,-5,-9
Cc1cc(=O)oc(C)c1C(=O)NCCN1CCOCC1,-5,-3,1,4,-6,2,4,8,0
NCCSC1CC(=O)N(Cc2ccc(F)cc2)C1=O (configuration not stated),3,2,0,8,-6,1,-6,3,-1
O=C(NCc1ccco1)c1cccc2c1C(=O)N(C1CCCCC1)C2,5,3,-3,0,-1,0,4,4,0
O=C(/C=C\Nc1ccccn1)c1ccccc1,3,3,-7,-5,-1,1,13,9,3
COc1ccc(C(=O)NC2CCCCCC2)cc1S(=O)(=O)N1CCOCC1,-3,-3,-6,2,1,11,-2,5,-1
NC(=O)CC(NC(=O)c1cccc(Br)c1)c1ccc(NC2CCCCCCC2)c([N+](=O)[O-])c1 (configuration not stated),-8,-4,2,2,3,5,3,9,1
COc1ccc(N(C(=O)c2ccco2)C(C(=O)NC2CCCCC2)c2ccccc2)cc1 (configuration not stated),-12,-4,5,1,-4,-13,-1,3,3
CC1(c2ccccc2)NC(=O)N(CC(=O)Nc2ccccc2C(=O)N2CCCCC2)C1=O (configuration not stated),4,0,3,0,1,0,-3,0,0
COc1ccccc1N1CCN(C(=O)CN(c2cc(C)cc(C)c2)S(C)(=O)=O)CC1,7,5,8,-13,4,3,16,2,12
COC(=O)c1ccc(C)c(NC(=O)CCSc2ccc(Cl)cc2)c1,3,1,3,-3,1,-4,-4,4,-12
CN(C)c1ccc(/C=N/NC(=O)c2cc(-c3ccc4c(c3)OCO4)n[nH]2)cc1,-1,-2,-2,-6,0,-11,24,-1,-4
COc1ccc(C2C(C(=O)Nc3ccccc3OC)=C(C)Nc3nnnn32)c(OC)c1 (configuration not stated),-2,-1,-7,-6,-1,6,-9,4,-10
O=C1NCC(COCC2CC=CCC2)O1 (configuration not stated),4,1,3,-7,-4,-6,1,-1,2
O=C(O)c1ccc(CSc2nnc(COc3ccc(Cl)cc3Cl)o2)cc1,17,5,7,-19,2,-2,3,0,-3
COc1cc(C2OCC3C(c4cc(OC)c(OC)c(OC)c4)OCC23)cc(OC)c1OC (configuration not stated),0,-2,2,2,-2,1,2,9,-4
CC(CCc1ccccc1)NCc1cccc2ccccc12 (configuration not stated),-1,1,0,7,0,15,-29,8,2
O=c1/c(=C/c2ccc(O)cc2)sc2n1CCCN=2,0,-1,-1,4,0,-1,-3,1,7
Fc1ccc(C2=Nn3c(Cc4ccccc4)nnc3SC2)cc1,15,2,15,0,4,6,-30,7,2
Cc1nn(Cc2c(Cl)cccc2Cl)c(Cl)c1/C=C/C(=O)OCC(=O)NCC(F)(F)F,1,-1,5,-23,3,-2,-2,2,13
CC(Oc1cccc(Br)c1)C(=O)NNC(=O)c1ccccn1 (configuration not stated),x,x,13,x,-5,x,9,-2,x
O=S(=O)(N/N=C\c1cccnc1)c1ccccc1,-2,2,4,-9,2,-9,4,-2,-2
CC(C)(C)c1cc(C(=O)N/N=C/c2ccc(-c3ccccc3[N+](=O)[O-])o2)n[nH]1,36*,26*,9,6,48*,5,50*,5,52*
COc1ccc(NC2=C(C(C)=O)C(c3ccc(N(C)C)cc3)C(C(C)=O)C(C)(O)C2)cc1 (configuration not stated),-1,2,-8,-9,-5,-15,15,14,-5
CCc1ccc2[nH]c(C(=O)Nc3ccc(F)cc3Br)cc2c1,-4,-7,-8,-1,-1,2,-8,-10,-3
O=C1CC2C(CC(OC(=O)c3ccc(-c4ccccc4)cc3)C2CO)O1 (configuration not stated),-7,0,-10,10,-5,-14,-1,-4,-2
Cc1ccc(NC(=O)CN2CCC(Cc3ccccc3)CC2)cc1S(=O)(=O)N(C)C,-5,2,2,-33,4,1,7,5,3
Cc1cc2c(s1)c1cnn(-c3ccccc3)c(=O)c1n2C,x,x,-4,x,-8,x,15,-2,x
O=C1NC(=Nc2ccccc2)CS1,-5,-7,3,-4,0,9,-5,4,-7
CC(C)CCNS(=O)(=O)c1ccc(-c2ccc(S(=O)(=O)NCCC(C)C)cc2)cc1,2,-3,1,-3,4,8,1,0,1
C=CCN1CCc2c(cc(O)c(O)c2Br)[C@@H](c2ccccc2)C1,-4,-6,0,-22,-3,-4,15,9,11
O=C(COc1cc(Cl)ccc1Cl)Nc1ccc2[nH]c(=O)[nH]c2c1,-17,-18,-13,-3,-6,8,13,8,-4
O=C(NCCCN1CCN(c2ccc(F)cc2)CC1)c1cccc(N2CCCC2=O)c1,3,1,-3,8,5,-7,30,4,10
CCOCCCn1c(SCC(=O)NC(C)C)nc2ccccc2c1=O,0,0,1,0,-3,2,7,0,7
c1coc(-c2ccnc3ncnn23)c1,3,2,9,-4,0,-7,1,1,-2
Cc1noc(C)c1S(=O)(=O)N(C)C[C@H]1Oc2c(cccc2N(C)C)C(=O)N([C@H](C)CO)C[C@@H]1C,x,x,-3,x,1,x,23,7,x
CCN1CCN(c2c(Cl)cccc2NC(=O)c2ccc([N+](=O)[O-])cc2)CC1,-4,1,1,7,-4,10,10,-2,-1
COc1ccc(C2NC(=O)NC(O)(C(F)(F)F)C2C(=O)c2ccc(F)cc2)cc1 (configuration not stated),7,0,8,9,-2,7,7,8,2
Cn1c(CNc2cccc(C(F)(F)F)c2)n[nH]c1=S,7,0,-3,16,2,9,9,5,-2
CN(CCNC(=O)CN1C(=O)CSc2ccc(S(=O)(=O)N3CCCC3)cc21)Cc1ccccc1,-2,3,8,7,-6,-7,16,5,0
O=C(NCc1nc2ccccc2[nH]1)C1=C[C@@H](c2ccccc2)C[C@@H](OCc2ccc(CO)cc2)O1,-15,-8,-5,3,-1,-6,-7,-18,1
COc1ccc(CN(CC2CCCO2)S(=O)(=O)c2ccc(-n3cnnn3)c(OC)c2)cc1 (configuration not stated),-7,-3,1,12,0,6,1,12,-2
CCOc1ccc(C2C=C(c3ccc(C)cc3)Nc3ncnn32)cc1 (configuration not stated),2,1,x,-1,-3,-7,-6,x,3
COc1ccc(CCn2c(=N)c(C(=O)NCC3CCCO3)cc3c(=O)n4cccc(C)c4nc32)cc1OC (configuration not stated),-5,1,9,16,0,9,10,0,-4
COc1cccc(/C=N/NC(=O)c2cccc3ccccc23)c1OC,-10,-2,-6,4,0,-1,4,7,-1
